Compound activity from PubChem.
EPAC2 ag: activates human EPAC2 exchange factor | Q8WZA2 | EPAC2 activation, biochemical qHTS; response scale: 100% = 6.5 mM cAMP response | Potency, µM (top dose mostly 154 µM), without a hit: at the top dose activation, actives largely listed as activators | 360,000 tested, 0.079% active; note: potency is the fitted concentration of half-maximal effect; nearly all actives have a fitted effect of over 50% in size
Target sequence (Q8WZA2 whole entry, looked up): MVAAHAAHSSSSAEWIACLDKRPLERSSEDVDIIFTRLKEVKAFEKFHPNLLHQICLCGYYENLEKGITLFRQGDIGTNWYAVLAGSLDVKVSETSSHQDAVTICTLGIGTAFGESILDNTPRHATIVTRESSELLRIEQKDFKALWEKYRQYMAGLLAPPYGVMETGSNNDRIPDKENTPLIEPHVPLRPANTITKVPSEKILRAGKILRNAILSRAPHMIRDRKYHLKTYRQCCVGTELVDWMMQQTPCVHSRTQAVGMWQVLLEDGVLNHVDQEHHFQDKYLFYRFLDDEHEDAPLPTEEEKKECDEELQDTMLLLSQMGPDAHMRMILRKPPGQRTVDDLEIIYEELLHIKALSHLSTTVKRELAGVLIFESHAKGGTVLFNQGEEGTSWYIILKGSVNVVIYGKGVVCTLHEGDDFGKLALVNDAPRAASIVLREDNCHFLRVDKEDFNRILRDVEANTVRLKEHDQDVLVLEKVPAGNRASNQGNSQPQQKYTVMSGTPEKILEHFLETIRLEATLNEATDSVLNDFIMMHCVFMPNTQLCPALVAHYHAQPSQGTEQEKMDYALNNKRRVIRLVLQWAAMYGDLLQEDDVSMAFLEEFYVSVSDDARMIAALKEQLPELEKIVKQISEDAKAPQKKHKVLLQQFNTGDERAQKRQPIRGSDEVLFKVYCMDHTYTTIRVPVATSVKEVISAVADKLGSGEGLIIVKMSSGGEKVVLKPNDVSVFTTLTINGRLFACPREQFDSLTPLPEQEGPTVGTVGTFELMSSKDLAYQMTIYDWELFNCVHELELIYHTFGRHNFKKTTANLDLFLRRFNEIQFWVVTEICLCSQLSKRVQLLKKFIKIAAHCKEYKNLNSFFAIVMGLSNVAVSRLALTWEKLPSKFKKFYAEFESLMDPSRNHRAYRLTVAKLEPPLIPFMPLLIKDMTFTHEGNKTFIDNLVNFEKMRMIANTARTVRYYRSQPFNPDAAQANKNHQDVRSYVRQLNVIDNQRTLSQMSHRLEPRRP
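qHTS, titration series. 100 nM EPAC2 / 250 nM Rap1B-BODIPY-GDP / 50 uM GDP; RT; ex 480/em 540 nm, 5-min reads to 30 min. Norm. to 6.5 mM cAMP = activation.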
ATXN2 expr inh: reduces ATXN2 reporter expression in HEK-293 cells | HEK-293 ATXN2-luciferase reporter, luminescence, 24 h | Potency, µM (doses to about 57 µM), without a hit: at the highest dose activity change, negative = inhibition, most hits filed as inhibitors | 360,000 tested, 0.72% active; note: potency is the fitted concentration of half-maximal effect; % is set by controls: 0 for no effect and ±100 for the full control effect; nearly all actives have a fitted effect of over 55% in size
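ATXN2-luciferase reporter cells (luciferase flanked by upstream and downstream ATXN2 gene portions) were treated 24 h at 37 °C with compounds at up to 57 uM. SteadyGlo luminescence gave expression; GF-AFC fluorescence gave viability.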
ATXN viability: cell viability loss in ATXN counter-screen. S2 cells (HEK-293 line with an ATXN2-luciferase reporter) viability, CellTiter-Fluor protease fluorescence, 24 h. Potency, µM (series often up to 56.7 µM), hits mostly cytotoxic. 400,000 tested, 0.49% active. AID 651635; note: potency is the fitted concentration of half-maximal effect; nearly all actives have a fitted effect of over 40% in size
TGFb inhibitor: blocks TGF-b signaling. HepG2 CAGA-GFP TGF-b/SMAD3 reporter, GFP fluorescence, 18 h; TGF-beta stimulated, 500 pg/mL final. Potency, µM (series often up to 46.1 µM), inactives show at the highest dose activity, negative = inhibition, usual class: inhibitors. 410,000 tested, 1.2% active. AID 588855; note: potency is the fitted concentration of half-maximal effect; % is set by controls: 0 for no effect and ±100 for the full control effect; nearly all actives have a fitted effect of over 65% in size
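Per well, imaged GFP fluorescence of HEPG2 CAGA-GFP cells gives the signal; cells get compound, then TGF-beta (500 pg/mL final), 18 h at 37 degrees C; %Activity versus -TGF-beta and +DMSO controls.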
Nrf2 inh: blocks Nrf2 signaling; 360,000 tested, 2.1% active; AID 504444; A549 ARE-Fluc reporter, luciferase luminescence, 18-24 h; Potency, µM (doses to about 46 µM), without a hit: at the highest dose activity change, negative = inhibition, hits mostly inhibitors; note: potency is the fitted concentration of half-maximal effect; % is set by controls: 0 for no effect and ±100 for the full control effect; nearly all actives have a fitted effect of over 60% in size
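Reporter: ARE-Fluc in A549. Exposure: 18-24 h, 37 °C, 5% CO2, 5% FBS OPTI-MEM. Readouts: fluorescent cytotoxicity (CellTiter-Fluor), then luminescent Nrf2 signal after BugLite.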
Nrf2 ARE act: activators of Nrf2 (ARE) signaling. AID 624171. 410,000 tested, 0.31% active. AREc32 ARE-luciferase reporter (MCF7-derived line), luminescence, 24 h. Potency, µM (doses to about 46.1 µM), for the others: at the highest dose activation, most hits filed as activators; note: potency is the fitted concentration of half-maximal effect; % of control where 0% means no effect; nearly all actives have a fitted effect of over 65% in size
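AREc32_Fluc, 1000 cells/well, OPTI-MEM + 5% FBS, o/n 37 deg C 5% CO2; 23 nL cpd by pin tool, 24 hr; Steady-Glo 30 min RT, luminescence.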
IL2 activator: IL-2 activation | IL-2 activation reporter assay, cell-based qHTS; stimulated with anti-CD3/CD4/CD28 beads; in transgenic mouse T cells | activation, % (series mostly up to about 46 µM) | 360,000 tested, 0.065% active | AID 652025; in the data active = activation above about 50%; inconclusive = mostly about 30% to 49%; note: 0% is about no effect
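Screening format: compound pinned onto unstimulated transgenic mouse T cells, 60 min incubation, then anti-CD3/anti-CD4/anti-CD28 bead stimulation for 18 hours at 37 degrees C, followed by EGFP and DsRed detection.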
HepG2 viability: kills HepG2 cells in TGF-b inhibitor counter-screen; HepG2 CAGA-GFP viability, ATP luminescence, 18 h; Potency, µM (series often up to 46.1 µM), without a hit: at the top dose activity change, negative = cytotoxicity, most hits filed as cytotoxic; 410,000 tested, 0.76% active; AID 588856; note: potency is the fitted concentration of half-maximal effect; some results filed as inactive show a strong effect at the top dose
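HepG2 CAGA-GFP cells (1000/well, DMEM with 1% FBS) received compound, then TGF-beta at 500 pg/mL final, and were incubated 18 hours at 37 degrees C. Viability was read by CellTiter-Glo luminescence. Media-only wells were set as complete cell-killing and DMSO as no toxicity.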
A549 viability: kills or reduces viability of A549 cells in Nrf2 counter-screen. 390,000 tested, 0.16% active. Potency, µM (highest dose often 46 µM), for the others: at the highest dose activity change, negative = cytotoxicity, usual class: inhibitors. A549 ARE-Fluc cells, CellTiter-Fluor viability, 18-24 h. AID 504648; note: potency is the fitted concentration of half-maximal effect; % is set by controls: 0 for no effect and ±100 for the full control effect
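A549 ARE_Fluc cells in 5% FBS OPTI-MEM were exposed to compounds in concentration-response for 18-24 h at 37 deg C. Viability was read by CellTiter-Fluor fluorescence (Ex 405/Em 525) after 30 min, before the luciferase read.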
An asterisk follows results filed as active; i = inactive; ? = inconclusive; . = no result given; & = joins results of further samples; [ ] = remark or other dose. Unless noted, calls come from the whole dose curve; as a rule, active = well fitted curve in the direction sought with a large enough effect; inconclusive = small, poorly fitted or top-dose-only effect, or another doubt; inactive = no such curve, though single readings can be large; an effect the other way counts as inactive or inconclusive.

Fields – EPAC2 ag	ATXN2 expr inh	ATXN viability	TGFb inhibitor	Nrf2 inh	Nrf2 ARE act	IL2 activator	HepG2 viability	A549 viability
(1) O=C(CCCOc1ccccc1)Nc1ccc(Cl)c(S(=O)(=O)N2CCOCC2)c1
    13.1%	-24.2%	i	?	?	0.3%	-3.4	-1.6%	-2.6%
(2) COC(=O)[C@H](Cc1ccccc1)NC(=O)N1Cc2ccccc2C[C@H]1C(=O)OC
    0.3%	.	i	-1.8%	7.9%	-0.2%	4.8	23.7%	11.0%
(3) Cc1ccc(C(=O)NCc2ccc3c(c2)CCN3C(=O)c2ccc(C)cc2)cc1
    .	.	.	-21.9%	.	-0.2%	.	-23.3%	-15.4%
(4) CC(C)Sc1nc2ccccc2n2cnnc12
    -3.7%	5.3%	i	15.5%	6.8%	4.1%	0.3	-6.5%	-3.9%
(5) Cc1nc(C)c(C(=O)Nc2ccc(Oc3ccccc3)cc2)o1
    2.6%	4.5%	i	-17.3%	?	0.3%	-0.2	-29.4%	4.3%[1.84 µM]
(6) CCN(C(=O)COc1ccccc1[N+](=O)[O-])C1CCS(=O)(=O)C1 (centres undefined)
    2.3%	-4.7%	i	-1.3%	-3.2%	5.6%	0.9	-1.2%	1.3%
(7) CCc1nc2c(OCc3ccc(F)cc3)cccn2c1N(C)C(=O)COc1ccccc1
    5.6%	-8.1%	i	?	.	0.1%	-0.7	-30.8%	.
(8) CCN1C[C@@H]2[C@@H]3C(=O)N(C)C(=O)[C@@H]3[C@](CC)(C1=O)N2C(=O)c1ccc(C(C)(C)C)cc1
    3.8%	14.5%	i	9.3%	2.7%	0.2%	-0.1	11.6%	-4.2%
(9) O=C(C(Cl)Cl)N1CCN(Cc2ccc3c(c2)OCO3)CC1
    -0.7%	.	i	?	-19.5%	8.2%	-1.5	-32.5%	-3.1%
(10) C=CCn1c(=O)/c(=C\c2ccccn2)s/c1=C(/C#N)C(=O)NCC1CCCO1 (centres undefined)
    0.7%	-30.5%	.	0.9%	-11.5%	0.6%	2.6	-18.4%	-1.9%
(11) Cc1ccc(C(=O)N2CCN(CCNC(=O)C(=O)NCc3ccc(Cl)cc3)CC2)cc1
    5.4%	-15.7%	i	-9.0%	?	-0.4%	-3.2	-45.1%	-1.8%
(12) COc1ccc(OCC(=O)Nc2cccc(NC(=O)COc3ccc(OC)cc3)n2)cc1
    3.7%	-2.1%	i	-10.7%	-6.4%	0.3%	-1.9	0.0%	3.8%
(13) O=C(Nc1ccccc1Br)C1CC(=O)N(c2ccc3c(c2)OCCO3)C1 (centres undefined)
    5.9%	0.0%	i	-0.4%	4.7%	-0.4%	-1.3	4.1%	-0.7%
(14) CC1(C)N=C(N)NC(Nc2ccccc2Cl)=N1
    5.2%	17.9%	i	?	0.2%	-0.7%	0.5	-1.9%	0.2%
(15) Cc1cc(=O)[nH]c2c1cnn2C(C)c1ccccc1 (centres undefined)
    9.1%	.	i	-14.7%	-8.1%	3.4%	1.3	5.3%	0.0%
(16) COc1cc(C)c(Cl)cc1S(=O)(=O)NCC1CCCO1 (centres undefined)
    -12.7%	-6.2%	i	22.1%	.	-0.2%	-3.1	20.4%	16.8%
(17) COc1cc(/C=N/NC(=S)Nc2cccc(Cl)c2C)ccc1OCC(=O)N1CC(C)OC(C)C1 (centres undefined)
    -3.7%	-19.5%	?	?	-15.6%	0.6%	-3.5	10.8%	-18.0%
(18) CN(C)c1ccc(NC(=O)c2ccc3nsnc3c2)cc1
    7.5%	-1.4%	i	-0.8%	14.8%	0.3%	-2.2	-30.1%	0.0%[1.84 µM]
(19) O=C(NC1CCCC1)C(c1ccc(F)cc1)N(C(=O)Cc1cccs1)c1ccc2c(c1)OCCO2 (centres undefined)
    -8.9%	-0.5%	i	3.0%	-26.7%	-0.3%	1.9	1.8%	-21.5%
(20) O=C(CSc1nnc2ncccn12)N1CCCCCC1
    8.1%	0.0%	i	-4.8%	7.1%	0.1%	0.0	3.4%	0.9%
(21) COc1ccccc1CNC(=O)N1CCN(c2ccccc2C)CC1
    7.3%	3.8%	i	6.9%	-28.8%	-1.0%	-0.4	5.2%	-3.9%
(22) OCCN(CCO)CC(O)COc1ccc2c(c1)OCO2 (centres undefined)
    13.7%	4.6%	i	5.1%	.	-0.1%	4.4	3.5%	9.5%
(23) CC(CNC(=O)Cn1cnc2c(NCc3ccccc3)ncnc21)c1ccccc1 (centres undefined)
    -4.0%	0.9%	i	-6.9%	6.3%	-0.6%	1.7	11.2%	-3.7%
(24) Nc1nn(S(=O)(=O)c2ccccc2)cc1-c1ccc([N+](=O)[O-])cc1
    8.6%	-13.1%	i	?	?	11.0%	1.0	-19.4%	-0.9%
(25) Cc1cc(F)ccc1C(O)c1ncc(-c2ccc3ccccc3c2)[nH]1 (centres undefined)
    ?	10.2%	i	?	.	1.6%	-0.1	-36.5%	.
(26) CC(=O)Nc1cc(C(=O)NCc2ccc(C)cc2)ccc1Sc1ccc(C)cc1
    .	.	.	0.0%	.	-1.2%	.	-16.8%	7.3%
(27) COc1ccc(N2C(=O)CC(Sc3nnc(-c4ccccc4)o3)C2=O)cc1 (centres undefined)
    6.6%	.	.	-2.7%	0.8%	24.1%	-1.4	-100.9%	0.8%
(28) Nc1ccc2c(Cl)cc(Cl)cc2c1
    8.1%	.	i	-10.2%	.	?	-1.4	-39.3%	.
(29) CCOC(=O)c1cccc(NC(=O)CN(c2ccc(C)cc2)S(=O)(=O)c2c(C)noc2C)c1
    11.0%	-2.7%	i	-2.1%	?	-0.3%	-1.9	-17.2%	-22.4%
(30) COc1ccc(CCNC(=O)COc2cc(C)cc3oc(=O)c(C)c(C)c23)cc1OC
    15.9%	6.3%	i	11.5%	-9.9%	0.1%	-0.1	1.3%	1.1%

Part of the list above in a different format.
12: COc1ccc(OCC(=O)Nc2cccc(NC(=O)COc3ccc(OC)cc3)n2)cc1
  EPAC2 ag = 3.7%
  ATXN2 expr inh = -2.1%
  ATXN viability = i
  TGFb inhibitor = -10.7%
  Nrf2 inh = -6.4%
  Nrf2 ARE act = 0.3%
  IL2 activator = -1.9
  HepG2 viability = 0.0%
  A549 viability = 3.8%
24: Nc1nn(S(=O)(=O)c2ccccc2)cc1-c1ccc([N+](=O)[O-])cc1
  EPAC2 ag = 8.6%
  ATXN2 expr inh = -13.1%
  ATXN viability = i
  TGFb inhibitor = ?
  Nrf2 inh = ?
  Nrf2 ARE act = 11.0%
  IL2 activator = 1.0
  HepG2 viability = -19.4%
  A549 viability = -0.9%
23: CC(CNC(=O)Cn1cnc2c(NCc3ccccc3)ncnc21)c1ccccc1 (centres undefined)
  EPAC2 ag = -4.0%
  ATXN2 expr inh = 0.9%
  ATXN viability = i
  TGFb inhibitor = -6.9%
  Nrf2 inh = 6.3%
  Nrf2 ARE act = -0.6%
  IL2 activator = 1.7
  HepG2 viability = 11.2%
  A549 viability = -3.7%
16: COc1cc(C)c(Cl)cc1S(=O)(=O)NCC1CCCO1 (centres undefined)
  EPAC2 ag = -12.7%
  ATXN2 expr inh = -6.2%
  ATXN viability = i
  TGFb inhibitor = 22.1%
  Nrf2 inh = .
  Nrf2 ARE act = -0.2%
  IL2 activator = -3.1
  HepG2 viability = 20.4%
  A549 viability = 16.8%

Next results.
Fields – EPAC2 ag	ATXN2 expr inh	ATXN viability	TGFb inhibitor	Nrf2 inh	Nrf2 ARE act	IL2 activator	HepG2 viability	A549 viability
(31) Cc1ccc(-c2nn(CCC(=O)O)cc2/C=C\C(=O)c2ccc(Br)cc2)cc1
    5.6%	-26.1%	i	?	?	?	0.9	-52.1%	2.7%
(32) COc1ccc(C2CC(C(F)(F)F)n3nc(C(=O)O)c(Cl)c3N2)cc1OC (centres undefined)
    -4.4%	-5.6%	i	34.9%[activator]	.	0.2%	-1.1	6.7%	11.4%
(33) O=C(Nc1ccc2c(c1)OCCO2)N1CCN(c2ccc(F)cc2)CC1
    -3.0%	5.0%	i	-4.9%	?	2.9%	-0.5	-15.7%	0.5%
(34) C=CC[C@@H](CC(=O)NCCO)C(=O)N[C@@H](COC(=O)[C@@H](CC=C)Cc1ccc(F)cc1)Cc1c[nH]c2ccccc12
    8.7%	-24.3%	?	?	-6.8%	-1.4%	0.3	-54.9%	-0.8%
(35) O=C(Nc1cccc(C(=O)O)c1)/C(=C\C=C\c1ccccc1)NC(=O)c1ccccc1
    0.4%	1.5%	i	0.0%	19.3%	-0.4%	-0.1	1.2%	?
(36) COc1ccc(/C=N/NC(=O)CNC(=O)/C=C/c2ccccc2OC)cc1
    7.2%	-12.7%	i	-23.0%	0.3%	-0.3%	-0.3	-26.1%	-6.2%
(37) COCCn1c(SC)nnc1-c1c[nH]c2ccccc12
    16.0%	16.6%	i	-1.5%	13.7%	0.5%	-0.3	-10.3%	1.2%
(38) CCOC(=O)c1cc2c(ccn2C)n1CC(=O)N(Cc1ccccc1)c1ccc(F)cc1
    10.3%	-15.3%	i	-4.4%	24.2%	2.0%	0.7	-10.4%	11.1%
(39) CCCn1nnnc1SCC(=O)N1CCCC1
    10.0%	0.6%	i	5.8%	19.0%	-0.3%	-3.2	-4.0%	-14.6%
(40) CCOC(=O)c1[nH]c(=S)n(Cc2ccccc2)c1C(=O)OCC
    1.3%	11.1%	i	0.0%	-16.2%	0.2%	-0.4	0.5%	-7.8%
(41) CCc1cccc(NC(=O)CN(C)S(=O)(=O)c2cccc3cccnc23)c1
    0.2%	-20.7%	i	8.5%&0.0%	-13.4%&-11.4%	0.1%&3.8%	-1.5	24.8%&3.5%	-4.9%&0.8%
(42) CC(=O)OC(C(=O)NC1CCCCC1)c1ccc(C#N)cc1 (centres undefined)
    -0.1%	-8.6%	i	0.6%	-0.8%	-0.2%	1.2	-2.0%	-4.4%
